High-throughput results from PubChem BioAssay.
Rev-erbA mod = modulators of Rev-erb alpha DNA binding, primary screen, biochemical, FITC-DNA, fluorescence polarization, uHTS; Nuclear receptor subfamily 1 group D member 1 (Homo sapiens), P20393; Rev-erbα–FITC-DNA binding, 90 min; activity, % at 10 µM; 370,000 compounds, 0.79% hits; AID 1259318, 2017;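 active means activity above about 14%, limit read from the data; passing the limit was not always enough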;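 further: 0% = DMSO wells with 35 nM protein and 100% = DMSO wells with 750 nM protein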
MBD2 DNA inh = inhibitors of MBD2 binding to methylated DNA, primary screen, biochemical, TR-FRET, DNA-binding domain, human; AID 686964, 2013; MBD2 binding to methylated oligonucleotide; inhibition, % at 4.4 µM; 370,000 compounds, 0.31% hits; Methyl-CpG-binding domain protein 2 (Homo sapiens), Q9UBB5; in the data active means inhibition above about 13%
Target sequence (Q9UBB5 whole entry, looked up, the tested form may be a part): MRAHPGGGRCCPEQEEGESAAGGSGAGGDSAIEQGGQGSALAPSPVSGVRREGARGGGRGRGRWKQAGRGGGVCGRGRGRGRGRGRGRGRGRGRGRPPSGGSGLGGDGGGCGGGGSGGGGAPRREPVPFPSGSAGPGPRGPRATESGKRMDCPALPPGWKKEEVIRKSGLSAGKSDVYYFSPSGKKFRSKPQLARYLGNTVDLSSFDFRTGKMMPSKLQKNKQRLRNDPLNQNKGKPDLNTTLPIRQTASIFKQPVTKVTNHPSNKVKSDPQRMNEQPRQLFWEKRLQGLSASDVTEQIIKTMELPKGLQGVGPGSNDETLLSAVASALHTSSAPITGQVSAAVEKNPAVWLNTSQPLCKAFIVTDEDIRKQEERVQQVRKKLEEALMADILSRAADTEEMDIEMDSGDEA
HTRA1 inhibitor = HTRA1 serine protease inhibitors, primary screen, biochemical, fluorescence polarization, HTS. 340,000 compounds, 0.5% hits. recombinant HTRA1, FP-rhodamine activity-based probe. inhibition, % at 5.96 µM. Q92743; in the data active means inhibition above about 36%;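 further: 0% = enzyme with DMSO and 100% = wells lacking enzyme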
LEDGF integ inh = blockers of LEDGF/p75-dependent integrase strand transfer – biochemical, TR-FRET, high throughput, primary screen. HIV-1 integrase (with human LEDGF/p75). TR-FRET IN-LEDGF/p75 DNA integration, Eu/Cy5. inhibition, % at 3.7 µM. 370,000 compounds, 0.64% hits;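 active means inhibition above the screen-wide mean plus 3 SD, cut at about 13% in these data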;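 further: signal is the Cy5 over europium emission ratio at 671 and 618 nm; 0% = plate median of compound wells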
PRMT1 FP inh = PRMT1 methyltransferase inhibitors, primary screen, biochemical, fluorescence polarization; Protein arginine N-methyltransferase 1 (Homo sapiens), Q99873; recombinant PRMT1, activity-based probe fluorescence polarization; inhibition, % at 2.79 µM; 370,000 compounds, 1.3% hits;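 active means inhibition above about 21% made by adding two undisclosed values, limit read from the data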
Target sequence (Q99873 whole entry, looked up): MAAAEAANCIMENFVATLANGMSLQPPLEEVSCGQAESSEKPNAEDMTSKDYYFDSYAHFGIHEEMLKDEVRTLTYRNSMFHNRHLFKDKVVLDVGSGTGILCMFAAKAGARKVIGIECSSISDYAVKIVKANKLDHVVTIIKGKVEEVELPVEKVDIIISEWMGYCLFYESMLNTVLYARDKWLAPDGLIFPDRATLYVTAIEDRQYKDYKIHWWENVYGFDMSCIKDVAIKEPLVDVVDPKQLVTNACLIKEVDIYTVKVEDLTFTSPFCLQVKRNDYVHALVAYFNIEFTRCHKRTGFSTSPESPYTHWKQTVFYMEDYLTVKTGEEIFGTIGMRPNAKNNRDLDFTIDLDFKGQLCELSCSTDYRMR
PG9 Ab binder = binders of HIV-1 gp120 antibody PG9, primary screen, biochemical, TR-FRET; TR-FRET gp120-PG9 antibody binding; inhibition, % at 6.7 µM; 360,000 compounds, 0.43% hits; AID 624416, 2012; in the data active means inhibition above about 8.5%
rCAG binder = binders of r(CAG) RNA repeats, primary screen, biochemical, fluorescence. 370,000 compounds, 1.3% hits. r(CAG) RNA repeat, TO-PRO-1 dye displacement fluorescence. AID 651821, 2012. inhibition, % at 3 µM;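 active means inhibition above the plate cutoff, the mean of all test compounds on that plate plus 3 SD, cut at about 35% in these data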;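 further: 0% = DMSO alone and 100% = 100 µM mitoxantrone as full dye displacement; higher means more dye released from RNA so lower well fluorescence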
TCR-CD3 inh = inhibitors of human TCR-CD3 interaction, primary screen, biochemical, fluorescence, TAMRA-labeled TCR probe | T-cell receptor (TCR) | inhibition, % at 9.4 µM | 360,000 compounds, 0.37% hits; in the data active means inhibition above about 19%;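 further: recombinant mutant TCR 2C K166C tagged with TAMRA read by polarization; 0% = receptor in buffer alone and 100% = receptor with positive control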
UHRF1 MBD2 ctr = UHRF1 methylated DNA binding inhibitors, primary screen, counter-screen for MBD2 inhibitor project, biochemical, TR-FRET, human UHRF1, single concentration | E3 ubiquitin-protein ligase UHRF1 (Homo sapiens), Q96T88 | inhibition, % at 4.4 µM | UHRF1 binding to methylated oligo | 370,000 compounds, 0.75% hits | AID 687016, 2013; in the data active means inhibition above about 21%;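 further: UHRF1 SRA domain binding a hemimethylated CpG hairpin DNA probe; 0% = median of test compound wells and 100% = reference inhibitor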
ABHD4 inh = ABHD4 inhibitors, primary screen, biochemical, fluorescence polarization, mouse. inhibition, % at 8.92 µM. 370,000 compounds, 0.54% hits. (Lyso)-N-acylphosphatidylethanolamine lipase (Mus musculus), Q8VD66. purified mABHD4, FP-Rh probe fluorescence polarization. AID 720543, 2013;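 active means inhibition exceeding the mean over every tested compound plus 3 SD, cut at about 30% in these data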;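 further: 0% = plate median of compound wells and 100% = S159A mutant with DMSO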
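assay system = mABHD4 protein | compound dosing = single nominal dose of 8.92 µM, 0.89% DMSO final | read-out basis = percent inhibition of probe binding, normalized to plate controls | schedule = Enzyme–compound pre-incubation 45 min, then probe 60 min, both 25 °C | detection = fluorescence polarization, excitation 525 nm, emission 598 nm, BODIPY TMR filters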
* hit, by the source's call; . = no result given; & = joins results of further samples. A portion of the library; rates above refer to the full screens.

compound,Rev-erbA mod,MBD2 DNA inh,HTRA1 inhibitor,LEDGF integ inh,PRMT1 FP inh,PG9 Ab binder,rCAG binder,TCR-CD3 inh,UHRF1 MBD2 ctr,ABHD4 inh
O=C(NCc1cc(C(F)(F)F)cc(C(F)(F)F)c1)C1CC(c2ccccc2C(F)(F)F)=NO1 (stereo not drawn),7,-4,.,-1,1,-0.7,-5,5,-1,-17
COc1cc(CC(=O)Nc2ccc(Cl)c(C(F)(F)F)c2)cc(OC)c1OC,0,-5,-12,2,-1,-0.2,-3,1,-3,-6
CC(=O)N/N=C/c1ccc(OCCOc2ccc(Br)cc2)cc1,0,2,-1,3,-1,-2.9,-1,-2,4,-2
O=C(Nc1ccccc1)NN(C(=O)CCl)c1ccccc1,4,-8,1,1,4,0.1,2,3,-1,-3
OC(COc1ccc2ccccc2c1)Cn1cncn1 (stereo not drawn),-1,2,5,-1,-4,-1.5,2,2,-1,-3
Cc1c(Br)c(C(=O)NNC(=O)c2ccc(C(C)(C)C)cc2)nn1C,8,-2,7,3,-2,-1.1,-1,-2,-2,0
Cc1cc(N)n(-c2ccc(S(=O)(=O)c3ccc(C(C)C)cc3)cc2)n1,5,0,-3,1,2,-1.3,-2,4,3,-3
CCN(CC)CCCNC(=O)c1ccccc1NC(=O)C1=CSCCO1,-5,-6,1,0,-3,-0.5,0,6,0,-1
Cc1cccc(CC(=O)N2CCOCC2)c1,-2,-2,4,-7,1,2.0,-3,-3,0,-1
COC(=O)c1ccc(NS(=O)(=O)c2c(C)[nH]c(C)c2C(=O)N2CCCC2)cc1,1,1,6,-2,-1,-2.6,0,8,0,2
CCOC(=O)C(=CNc1ccccc1C)C(=O)OCC,-7,-2,-1,4,3,3.2,-7,-6,4,3
COc1cc(OC)cc(C(=O)N[C@H](C(=O)OCC(=O)N2CCN(S(=O)(=O)c3ccc(C)cc3)CC2)C(C)C)c1,0,7,-9,-3,2,2.4,2,-2,14,-2
CC(=O)Oc1ccc(/C=C(\NC(=O)c2ccco2)C(=O)NCc2ccccc2)cc1,-2,-2,2,2,-3,-2.0,3,6,-5,3
CCCn1c(N)c(Sc2ccccc2[N+](=O)[O-])c(=O)n(CCC)c1=O,10,6,4,-3,2,-1.3,6,-5,-1,11
O=C(COC(=O)/C=C/c1ccccc1)NC1CCCCC1,10,-1,1,1,0,-0.3,4,3,0,0
CC1CCN(S(=O)(=O)c2cccc3cccnc23)CC1,-1,-6,-43,2,0,-2.0,3,1,-2,5
N#Cc1nc(-c2cccs2)oc1NCCCN1CCOCC1,-5,-3,2,1,-8,1.6,-3,1,-2,1
NC(=O)CSc1nnc(-c2ccncc2)n1-c1ccc(Cl)cc1,-10,0,2,0,-2,2.0,-1,-1,2,3
C/C(=N\Nc1nc2ccc(Cl)cc2o1)c1ccccc1,-1,-3,.,-1,1,-2.9,0,0,-1,12
CCCNC(=O)c1c(N)n(-c2ccc3c(c2)OCO3)c2nc3ccccc3nc12,-4,-2,2,1,2,-1.4,5,5,-3,6
CCN(CC)S(=O)(=O)c1ccc(/C=C/C(=O)Nc2ccc(F)c(F)c2F)cc1,-2,-1,-9,-3,-4,-0.5,0,8,-1,-13
CCOC(=O)C(=O)Nc1ccc([N+](=O)[O-])cc1OC,-1,-1,5,1,4,0.8,-3,0,1,-11
Cc1cc(C)n(-c2ccc(Cl)c(C(=O)Nc3ccc(-c4nnc5n4CCCCC5)cc3)n2)n1,-6,6,-16,-2,0,2.1,-7,-5,0,2
CCOC(=O)[C@]12CCC=C1N(Cc1ccco1)C(=O)[C@H](CC(=O)N1CCC(c3ccccc3)CC1)C2,-1,15*,.,-1,14,-2.2,18,-10,10,-12
Cc1ccsc1/C=N/N1CCN(c2ccccn2)CC1,0,5,8,-3,-1,-1.7,-9,-12,2,0
Cc1ccccc1OCC(O)CN1CCN(c2ccccn2)CC1 (stereo not drawn),-2,-2,-3,0,-2,-1.1,-7,-3,-3,0
O=C(Nc1ccc(Br)cc1Br)C1CC(=O)N(Cc2ccccc2)C1 (stereo not drawn),-8,0,-4,4,-4,0.7,-1,-3,3,-9
Cn1c(SCc2cccc(Cl)c2)nc(C(F)(F)F)cc1=O,8,2,-12,6,-2,0.2,-4,3,-5,-3
COc1ccc(/C=N/NC(N)=S)cc1,-4,4,2,4,10,2.3,-1,-9,4,0
O=c1ncn(-c2ccc(F)cc2)c2ncccc12,6,6,2,9,0,3.6,1,-7,5,-11
CSCc1ccc(C(=O)Nc2ccc(C(N)=O)cc2)cc1,0,1,2,-1,-3,-1.6,-3,6,-1,3
CCN(CC(=O)NCc1ccc(F)cc1)C(=O)c1cccc(S(=O)(=O)N(C)c2ccc(OC)cc2)c1,-8,-3,0,0,-3,-0.6,2,-6,0,-6
CCN(C[C@H]1N[C@@](Cc2ccccc2)(C(=O)OC)[C@H]2C(=O)N(C)C(=O)[C@@H]12)S(=O)(=O)c1ccc(-c2ccccc2)cc1,-7,0,-4,7,-2,-0.7,5,6,-2,-5
Cc1cccc(CCNc2nc3ccc(C)cc3n3cnnc23)c1,13,6,-8,0,6,-1.6,2,3,1,-4
CCN(CC)C(=O)Cn1cc(SCC(=O)Nc2cc(C)on2)c2ccccc21,0,5,-2,-4,5,0.1,-3,-1,12,1
CCOc1ccc(NC(=O)N2CCC(c3nc4ccccc4[nH]3)CC2)cc1,-4,-2,-3,-4,2,-3.2,4,-3,2,1
COc1ccc(CNC(=O)C2CCC(CNc3c(N4CCOCC4)c(=O)c3=O)CC2)cc1 (stereo not drawn),6&-8,-5&0,1&2,2&4,-1&-1,-0.7&-2.5,-2&3,0&-2,0&2,-3&1
C/C(=N\Nc1nc(-c2cc(C)ccc2C)cs1)c1cc2ccccc2oc1=O,0,4,-2,8,-1,-2.9,14,11,1,-5
Cc1cc2c(=O)n(C)c(SCC(=O)Nc3ccc(F)cc3)nc2s1,0,2,-1,-4,-4,-0.2,2,-4,0,3
COC[C@H]1CCCN1c1cccc2c1S(=O)(=O)N1CC[C@H](C1)O2,-5,-11,.,2,-4,.,2,.,-1,3
CCOc1cc(C(=O)NCCCNC(=O)c2cc(OCC)c(OCC)c(OCC)c2)cc(OCC)c1OCC,-2,4,-2,-1,3,-1.0,-7,-12,1,3
O=C(NCc1ccccc1Cl)[C@H]1CCCN1C(=O)[C@H]1CCCN1,-1,2,.,-3,-2,0.8,0,5,-2,4
CC(C)C(=O)Nc1ccc(-c2nc3ncccc3o2)cc1,1,4,-3,-1,1,-0.9,-3,-10,-5,1
O=C(CSc1nncs1)N1CCN(C(=O)c2ccco2)CC1,5,3,3,-2,6,0.6,5,6,37*,-7
COc1ccc(CCCc2n[nH]c(=S)n2C)cc1C,3,1,7,1,8,0.9,-1,-11,4,-8
CC1=C(C(=O)OCC2CCCO2)C(c2ccncc2)C2=C(CCCC2=O)N1 (stereo not drawn),2,-1,7,1,0,0.3,0,1,2,1
COc1cc(OC)cc(C(=O)NC(C(=O)Nc2ccc3c(c2)OCO3)C(C)C)c1 (stereo not drawn),0,1,7,0,-2,-1.6,0,0,0,0
O=C1CCc2cc(S(=O)(=O)NC(Cc3ccccc3)C(=O)NC3CCCC3)ccc2N1 (stereo not drawn),-5,3,5,5,-9,1.2,1,12,-2,3
Cc1cccc(CCN2C(Nc3ccccc3)=NC[C@@H]2C)c1,1,-3,3,-1,0,-1.4,1,7,0,3
Cc1[nH]c(=O)[nH]c(=O)c1/C=N/NC(=O)[C@H](C)N,3,-9,2,4,1,-0.9,-4,-5,-2,1
Cc1nnc(SCC(=O)NCc2ccco2)n1-c1ccc(F)cc1,-7,-3,7,0,-1,1.1,1,1,-1,1
Cc1ccc(S(=O)(=O)N(CCC(=O)N2CCOCC2)c2ccccc2)cc1,-3,5,9,0,1,-0.8,-2,2,2,8
CCOC(=O)N1CCN(C(=O)c2ccc3c(c2)ncn3C2CCCC2)CC1,0,-5,5,-4,2,0.2,-11,3,0,2
CC1Cc2ccccc2N1C(=O)CSc1ccccc1 (stereo not drawn),-5,-3,-8,5,0,-0.5,-4,-4,3,-9
O=c1nc2n(c3ccc([N+](=O)[O-])cc13)CCCCC2,-8,-1,-1,2,-3,0.7,0,4,-1,-6
COCCCNCCOCCSc1ccc(Cl)cc1,0,1,1,-2,1,-1.0,-1,8,0,8

(further entries)
compound,Rev-erbA mod,MBD2 DNA inh,HTRA1 inhibitor,LEDGF integ inh,PRMT1 FP inh,PG9 Ab binder,rCAG binder,TCR-CD3 inh,UHRF1 MBD2 ctr,ABHD4 inh
CCOC(=O)N1CCN(Cc2nc3cc(NC(C)=O)ccc3n2C)CC1,-3,-2,6,0,-4,0.4,0,3,1,1
Cc1ccc([C@@H]2[C@@H]3C(=O)N(C)C(=O)[C@@H]3[C@]3(Cc4ccccc4)C(=O)N(CCO)CC(=O)N23)o1,-7,3,1,-2,1,-1.3,-3,6,1,-1
Cc1ccsc1/C=N/NC(=O)c1nnn(-c2nonc2N)c1C,4,0,-1,-2,3,0.3,2,-1,-2,4
CCc1nnc(NC(=O)CN2CCC(O)(c3ccccc3OC)CC2)s1,-2,1,-3,1,-1,-1.4,-4,3,2,-1
O=C(CSc1cccc2cccc(Cl)c12)NC1=NCCS1,-1,-3,-12,0,2,-1.3,3,8,-1,-3
Cc1nc(NCCCn2ccnc2)c2oc3ccccc3c2n1,-6,-5,-1,2,0,1.0,0,5,2,4
COc1cccc(NC(=O)CN(C)C(=O)C(C)Sc2ccccc2)c1 (stereo not drawn),-3,4,-7,-3,2,0.2,-5,-5,0,1
C#CCN(C[C@@H]1[C@@H](OC(=O)NCc2ccccc2)[C@@H](OC(=O)NCc2ccccc2)CN(C(=O)OC(C)C)N1C(=O)OC(C)C)S(=O)(=O)c1ccc(C)cc1,3,9,-26,-2,-5,0.5,4,4,23*,-15
CCOC(=O)CN(C(=O)CSc1nnc2c(n1)[nH]c1ccccc12)c1ccccc1,-5,4,-3,-3,1,1.6,-3,-9,3,-10
COc1cccc(CNC(=S)Nc2cc(OC)ccc2OC)c1,-1,7,-4,-2,4,-2.4,0,-5,3,-9
O=C(NNC(=O)c1ccccc1F)c1cccs1,6,2,1,1,-3,-0.9,2,4,1,3
